SENP6 block: SENP6 protease inhibition. Recombinant SENP6 catalytic domain, aminoluciferin luminescence. inhibition, % at 10 µM. 1.8% of 330,000 active. AID 2599;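 active means inhibition above about 50% at the single tested dose, limit read from the data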;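 further: plate controls were DMSO wells with enzyme for no effect and DMSO wells lacking enzyme for full effect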
Target sequence (Q9GZR1 628-1112 limits assumed): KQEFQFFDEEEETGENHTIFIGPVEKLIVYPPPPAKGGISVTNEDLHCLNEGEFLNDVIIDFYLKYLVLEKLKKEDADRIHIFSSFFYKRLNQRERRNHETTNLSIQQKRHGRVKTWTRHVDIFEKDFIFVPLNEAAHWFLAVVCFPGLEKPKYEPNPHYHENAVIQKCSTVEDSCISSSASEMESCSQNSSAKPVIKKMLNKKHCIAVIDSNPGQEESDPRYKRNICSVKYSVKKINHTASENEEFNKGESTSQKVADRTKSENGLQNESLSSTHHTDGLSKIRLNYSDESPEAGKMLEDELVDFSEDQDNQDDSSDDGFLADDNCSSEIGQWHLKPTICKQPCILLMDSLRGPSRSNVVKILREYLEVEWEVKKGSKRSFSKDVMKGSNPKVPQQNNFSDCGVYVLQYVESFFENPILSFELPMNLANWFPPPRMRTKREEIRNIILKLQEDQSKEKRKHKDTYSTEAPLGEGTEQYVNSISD
Apaf-1 inh: blocks human Apaf-1 apoptosome activity; O14727; reconstituted apoptosome caspase-3 activity, DEVD-Rh110 fluorescence; inhibition, % at 20 µM; 0.71% of 330,000 active; AID 489030; active means inhibition of at least 40% at 20 µM;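 further: plate controls were DMSO wells for no effect and DEVD-CHO caspase inhibitor wells for full effect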
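Material: reconstituted apoptosome with Apaf-1, cytochrome c, caspase-9, procaspase-3, dATP. Technique: Rh110 fluorescence intensity. Buffer or medium: pH 7.5 Hepes buffer with CHAPS, BSA, DTT. Times: 30 min plus 50 min, RT.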
SENP8 block-1: SENP8 (human) protease inhibition; recombinant SENP8, Nedd8 substrate fluorescence; inhibition, % at 20 µM; 0.64% of 360,000 active; AID 602440; in the data active means inhibition mostly above about 40%, no sharp cut-off; inactive means mostly below about 27%
Target sequence (Q96LD8 whole entry, looked up): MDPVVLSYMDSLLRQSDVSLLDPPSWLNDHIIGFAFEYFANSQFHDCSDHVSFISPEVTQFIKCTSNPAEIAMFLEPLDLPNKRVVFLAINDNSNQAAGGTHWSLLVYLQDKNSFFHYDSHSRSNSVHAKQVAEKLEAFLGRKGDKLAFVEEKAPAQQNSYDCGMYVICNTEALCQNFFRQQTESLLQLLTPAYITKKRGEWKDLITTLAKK
SENP8 block-2: SENP8 protease inhibition; Q96LD8; purified SENP8, Z-RLRGG-aminoluciferin cleavage, luminescence; inhibition, % at 10 µM; 1.2% of 330,000 active; AID 2540; in the data active means inhibition above about 50%
HKDC1 inhibitor: HKDC1 (human) hexokinase inhibition. Q2TB90. recombinant HKDC1, G6PDH/diaphorase resazurin coupled fluorescence. inhibition, % at 20 µM. 0.16% of 340,000 active. AID 493160;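 active means inhibition above about 35% when tested at 20 µM, limit read from the data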;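 further: plate controls were DMSO wells with enzyme for no effect and DMSO wells lacking enzyme for full effect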
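Material – in-house recombinant HK5 (HKDC1) enzyme · Quantity – HKDC1 at 5 µg/mL · Buffer or medium – pH 8.0 Tris buffer with 10 mM MgCl2 · Reagent – glucose with 1 mM ATP · Dosing – single 20 µM dose · Times – reaction time 90 min, room temperature, protected from light · Technique – resorufin fluorescence at 613 nm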
SENP7 block: blocks the human protease SENP7; AID 434973; inhibition, % at 5 µM; recombinant SENP7, Z-RLRGG-aminoluciferin luminescence, 40 min; 1.5% of 330,000 active; Q9BQF6;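 active means inhibition above about 50% at the single test dose, limit read from the data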;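 further: plate controls were DMSO with enzyme for no effect and no enzyme buffer wells for full effect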
Target sequence (Q9BQF6 706-1050 limits assumed): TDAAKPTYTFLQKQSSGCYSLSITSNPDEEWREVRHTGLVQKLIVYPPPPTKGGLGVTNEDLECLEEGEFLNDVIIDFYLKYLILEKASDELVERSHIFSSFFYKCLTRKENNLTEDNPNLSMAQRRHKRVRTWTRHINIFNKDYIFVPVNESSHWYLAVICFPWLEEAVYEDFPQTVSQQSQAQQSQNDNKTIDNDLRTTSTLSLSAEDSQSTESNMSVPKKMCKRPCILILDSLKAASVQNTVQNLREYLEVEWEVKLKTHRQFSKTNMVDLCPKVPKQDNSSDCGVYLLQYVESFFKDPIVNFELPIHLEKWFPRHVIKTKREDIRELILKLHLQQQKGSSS
PfG6PD inh: PfG6PD (Plasmodium falciparum) enzyme inhibition; PfGluPho enzyme, NADPH resazurin-diaphorase fluorescence; inhibition, % at 20 µM; 0.78% of 350,000 active;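 active means inhibition reaching at least a set limit at 20 µM in the primary screen, cut at about 59% in these data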;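 further: 0% = DMSO wells with substrate and 100% = DMSO wells lacking glucose-6-phosphate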
SENP1 FRET inh: inhibitors of human SENP1 SUMO protease catalytic domain; inhibition, % at 10 µM; 0.21% of 360,000 active; recombinant SENP1 catalytic domain, CyPet-SUMO1-YPet FRET cleavage; Q9P0U3;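 active means inhibition at least 30% at 10 µM, raw YFP signal under a set limit, fluorescence ratio 0.5 to 1.5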;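 further: 0% = enzyme with DMSO and 100% = no enzyme wells; some results filed as inactive read as strong as hits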
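Material – human SENP1 catalytic domain · Input – SENP1 enzyme, 20 pM final · Compound dosing – single concentration of 10 µM compound, 0.5% DMSO final · Timing – enzyme reaction for 50 min at room temperature, dark · Measured by – FRET fluorescence in CFP and YFP emission channels · Control set – no-enzyme wells low, DMSO-plus-enzyme wells high control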
* hit, by the source's call.

Results for O=C(Nc1ccc(Cl)cc1)C1C2C=CC3(O2)C1C(=O)N(CCCN1CCCCC1)C3C(=O)NC1CCCCC1 (configuration not stated) ?
SENP6 block: -3; Apaf-1 inh: 10; SENP8 block-1: 5; SENP8 block-2: -3; HKDC1 inhibitor: -4; SENP7 block: 2; PfG6PD inh: 2; SENP1 FRET inh: -2

Results for CCOc1ccc(C(=O)N2CCc3ccccc32)cc1OCC ?
SENP6 block: 18; Apaf-1 inh: 6; SENP8 block-1: 0; SENP8 block-2: -6; HKDC1 inhibitor: -1; SENP7 block: 0; PfG6PD inh: 7; SENP1 FRET inh: -2

How did CCC(Sc1nc2cc(OC)c(OC)cc2c(=O)n1Cc1ccc(OC)cc1)C(=O)NCCOC (configuration not stated) do in these assays?
SENP6 block: -2; Apaf-1 inh: 2; SENP8 block-1: 22; SENP8 block-2: -8; HKDC1 inhibitor: -5; SENP7 block: -7; PfG6PD inh: 5; SENP1 FRET inh: 3

How did Cc1ccc(C(=O)C[n+]2cccc(C(N)=O)c2)cc1 do in these assays?
SENP6 block: -24; Apaf-1 inh: -14; SENP8 block-1: 23; SENP8 block-2: 2; HKDC1 inhibitor: -3; SENP7 block: -3; PfG6PD inh: -6; SENP1 FRET inh: 2

What do the screens show for `CSc1ccc(CN2CCCC(CO)(Cc3ccccc3)C2)cc1` (configuration not stated)?
SENP6 block: 9; Apaf-1 inh: 8; SENP8 block-1: 27; SENP8 block-2: 2; HKDC1 inhibitor: 4; SENP7 block: 3; PfG6PD inh: -4; SENP1 FRET inh: -11

Results for Cc1cccc(C)c1NC(=O)COC(=O)[C@@H]1CCCN1C(=O)c1cccs1 ?
SENP6 block: 1; Apaf-1 inh: -4; SENP8 block-1: 3; SENP8 block-2: -3; HKDC1 inhibitor: -6; SENP7 block: 8; PfG6PD inh: -6; SENP1 FRET inh: 1

What do the screens show for `c1ccc(-c2noc(CC3CCCCC3)n2)nc1`?
SENP6 block: 0; Apaf-1 inh: 3; SENP8 block-1: 7; SENP8 block-2: -1; HKDC1 inhibitor: -5; SENP7 block: 9; PfG6PD inh: -6; SENP1 FRET inh: 3

Results for CCCN(C(=O)CSc1ncccn1)C1CCS(=O)(=O)C1 (configuration not stated) ?
SENP6 block: 9; Apaf-1 inh: -10; SENP8 block-1: 0; SENP8 block-2: 2; HKDC1 inhibitor: -5; SENP7 block: -3; PfG6PD inh: 1; SENP1 FRET inh: 8

What do the screens show for `CN1CCN(C(=O)/C(C#N)=C/c2ccc(OC(F)F)cc2)CC1`?
SENP8 block-1: 11; HKDC1 inhibitor: -2; PfG6PD inh: -2; SENP1 FRET inh: -40

What do the screens show for `Cc1noc2ncnc(Oc3cc(Cl)ccc3Cl)c12`?
SENP6 block: -14; Apaf-1 inh: -2; SENP8 block-1: 11; SENP8 block-2: 1; HKDC1 inhibitor: -1; SENP7 block: 5; PfG6PD inh: 1; SENP1 FRET inh: 1

Results for CC1(C)CC(=O)C(C=NCCCO)=C(O)C1 ?
SENP6 block: -19; Apaf-1 inh: -2; SENP8 block-1: 18; SENP8 block-2: 3; HKDC1 inhibitor: -8; SENP7 block: -4; PfG6PD inh: -17; SENP1 FRET inh: 2

How did O=C(c1cc(Br)ccc1Cl)N1CCN(c2ncccn2)CC1 do in these assays?
SENP6 block: -38; Apaf-1 inh: 10; SENP8 block-1: -3; SENP8 block-2: -12; HKDC1 inhibitor: -3; SENP7 block: -9; PfG6PD inh: -13; SENP1 FRET inh: -3

How did O=C(NC1CC(=O)N(c2ccccc2)C1)N1CCN(C(=O)c2ccco2)CC1 (configuration not stated) do in these assays?
SENP6 block: 6; Apaf-1 inh: 0; SENP8 block-1: 6; SENP8 block-2: -10; HKDC1 inhibitor: -1; SENP7 block: 1; PfG6PD inh: -14; SENP1 FRET inh: 3

What do the screens show for `O=C(COC(=O)Cc1cccc2ccccc12)Nc1ccccc1-c1ccccc1`?
SENP6 block: 2; Apaf-1 inh: 9; SENP8 block-1: 5; SENP8 block-2: -2; HKDC1 inhibitor: -6; SENP7 block: 2; PfG6PD inh: -1; SENP1 FRET inh: 4

What do the screens show for `COc1cc(NC(=O)C2C3CCC(O3)C2C(=O)O)cc(OC)c1` (configuration not stated)?
SENP6 block: -2; Apaf-1 inh: -3; SENP8 block-1: 27; SENP8 block-2: -7; HKDC1 inhibitor: 1; SENP7 block: 18; PfG6PD inh: -3; SENP1 FRET inh: 0

Results for C[C@]12CC[C@@H]3c4ccc(O[C@@H]5O[C@H](C(=O)O)[C@@H](O)[C@H](O)[C@H]5O)cc4CC[C@H]3[C@@H]1C[C@@H](O)[C@@H]2O ?
SENP6 block: 7; Apaf-1 inh: -10; SENP8 block-1: -8; SENP8 block-2: -2; HKDC1 inhibitor: 0; SENP7 block: -3; PfG6PD inh: 4; SENP1 FRET inh: -34

What do the screens show for `CCCCNC(=O)C1COc2ccccc2O1` (configuration not stated)?
SENP6 block: -26; Apaf-1 inh: 11; SENP8 block-1: 6; SENP8 block-2: 3; HKDC1 inhibitor: 3; SENP7 block: -8; PfG6PD inh: 4; SENP1 FRET inh: 3

Results for CCc1noc(C)c1C(=O)Nc1cc(C(F)(F)F)ccc1-n1cncn1 ?
SENP6 block: 5; Apaf-1 inh: 8; SENP8 block-1: 2; SENP8 block-2: 7; HKDC1 inhibitor: -5; SENP7 block: -3; PfG6PD inh: -4; SENP1 FRET inh: -1

How did C/C(=N\NC(=O)CNC(=O)c1cccs1)c1ccc(Cl)c(Cl)c1 do in these assays?
SENP6 block: -11; Apaf-1 inh: 29; SENP8 block-1: -1; SENP8 block-2: -6; HKDC1 inhibitor: 7; SENP7 block: 3; PfG6PD inh: 7; SENP1 FRET inh: 0

Results for CC(OC(=O)CNC(=O)c1ccc(F)cc1)C(=O)Nc1ccc(S(=O)(=O)N2CCOCC2)cc1 (configuration not stated) ?
SENP6 block: -6; Apaf-1 inh: 1; SENP8 block-1: 17; SENP8 block-2: 5; HKDC1 inhibitor: 4; SENP7 block: 4; PfG6PD inh: 3; SENP1 FRET inh: -2

How did CC/C(=N\NC(=O)CNC(=O)/C=C/c1ccco1)c1ccccc1 do in these assays?
SENP6 block: -16; Apaf-1 inh: 0; SENP8 block-1: 18; SENP8 block-2: 6; HKDC1 inhibitor: -7; SENP7 block: -5; PfG6PD inh: -10; SENP1 FRET inh: 2

Results for COc1ccc(C(=O)NCc2nnc(SCC(=O)NO)n2Cc2ccccc2)cc1 ?
SENP6 block: 9; Apaf-1 inh: -10; SENP8 block-1: 11; SENP8 block-2: -6; HKDC1 inhibitor: -10; SENP7 block: -2; PfG6PD inh: 12; SENP1 FRET inh: 2

Results for O=C(Nc1ccc(Cl)cc1)c1ccc2c(c1)OCO2 ?
SENP6 block: 73*; Apaf-1 inh: -1; SENP8 block-1: 22; SENP8 block-2: 37; HKDC1 inhibitor: 0; SENP7 block: 76*; PfG6PD inh: 17; SENP1 FRET inh: 0

What do the screens show for `O=C(COC(=O)c1ccccc1Br)Nc1cccnc1Cl`?
SENP6 block: -4; Apaf-1 inh: -3; SENP8 block-1: -1; SENP8 block-2: 0; HKDC1 inhibitor: 0; SENP7 block: 7; PfG6PD inh: -7; SENP1 FRET inh: 2

What do the screens show for `Cc1cccc(N2CCN(C(=O)CC(NC(=O)c3ccccc3)c3ccccc3)CC2C)c1` (configuration not stated)?
SENP6 block: -10; Apaf-1 inh: 17; SENP8 block-1: 10; SENP8 block-2: -4; HKDC1 inhibitor: -8; SENP7 block: 0; PfG6PD inh: 15; SENP1 FRET inh: 2

What do the screens show for `CN(C)C(=O)CCc1ccc2c3c([nH]c2c1)[C@]1(C)[C@@H](C(=O)N2CCCCC2)C[C@H](CC(=O)NCCN2CCOCC2)C(=O)N1CC3`?
Apaf-1 inh: 19; SENP8 block-1: 16; HKDC1 inhibitor: 2; SENP7 block: -2; PfG6PD inh: 9; SENP1 FRET inh: 0

How did O=C(/C=C/c1ccc(Cl)cc1)N1CCN(c2c(Cl)cccc2[N+](=O)[O-])CC1 do in these assays?
SENP6 block: -13; Apaf-1 inh: 16; SENP8 block-1: 16; SENP8 block-2: -5; HKDC1 inhibitor: -7; SENP7 block: -6; PfG6PD inh: 0; SENP1 FRET inh: 1

How did CSc1ccc(CN(C)C(=O)CCNS(=O)(=O)c2ccc(C)c(C)c2)cc1 do in these assays?
SENP6 block: -20; Apaf-1 inh: 22; SENP8 block-1: 6; SENP8 block-2: -7; HKDC1 inhibitor: 0; SENP7 block: 8; PfG6PD inh: 0; SENP1 FRET inh: 2

How did CCOC(=O)C1CCN(C(=O)C(C)Oc2ccc(Br)cc2)CC1 (configuration not stated) do in these assays?
SENP6 block: -9; Apaf-1 inh: -3; SENP8 block-1: 4; SENP8 block-2: -2; HKDC1 inhibitor: 9; SENP7 block: -13; PfG6PD inh: -9; SENP1 FRET inh: -1

What do the screens show for `COc1ccccc1NS(=O)(=O)c1cc(NC(=O)c2sccc2C)ccc1N1CCOCC1`?
SENP6 block: 12; Apaf-1 inh: 4; SENP8 block-1: 10; SENP8 block-2: 0; HKDC1 inhibitor: -2; SENP7 block: -1; PfG6PD inh: 5; SENP1 FRET inh: 0

How did CCOC(=O)c1[nH]c(C)c(/C=N/O)c1C do in these assays?
SENP6 block: 18; Apaf-1 inh: -3; SENP8 block-1: 13; SENP8 block-2: 3; HKDC1 inhibitor: -4; SENP7 block: 10; PfG6PD inh: 1; SENP1 FRET inh: 4

What do the screens show for `O=C(Nc1ccccc1)N(CCCN1CCOCC1)Cc1cc2cc3c(cc2[nH]c1=O)OCCO3`?
SENP6 block: 14; Apaf-1 inh: -3; SENP8 block-1: -478; SENP8 block-2: 5; HKDC1 inhibitor: -3; SENP7 block: 0; PfG6PD inh: 1; SENP1 FRET inh: 0

What do the screens show for `Cc1cccc(CN2CCNC2=O)c1`?
SENP6 block: -19; Apaf-1 inh: 6; SENP8 block-1: 14; SENP8 block-2: -13; HKDC1 inhibitor: -7; SENP7 block: -9; PfG6PD inh: 1; SENP1 FRET inh: 2

Results for Cc1cccc(NC(=O)COc2ccc(/C=N\n3cnnc3)cc2)c1 ?
SENP6 block: 5; Apaf-1 inh: -1; SENP8 block-1: -1; SENP8 block-2: 2; HKDC1 inhibitor: -6; SENP7 block: 3; PfG6PD inh: 4; SENP1 FRET inh: 1

How did CC(=O)N1c2ccccc2-c2nc3ccccc3n2C1C (configuration not stated) do in these assays?
SENP6 block: -7; Apaf-1 inh: -4; SENP8 block-1: -35; SENP8 block-2: -5; HKDC1 inhibitor: -7; SENP7 block: -8; PfG6PD inh: 5; SENP1 FRET inh: 1

Results for CN1CCN(C(=O)c2cnn(-c3ccccc3)c2NC(=O)c2ccccc2F)CC1 ?
SENP6 block: -8; Apaf-1 inh: -7; SENP8 block-1: 15; SENP8 block-2: -8; HKDC1 inhibitor: -9; SENP7 block: -3; PfG6PD inh: 6; SENP1 FRET inh: 0

Results for Cc1ccc(CN2C(=O)C[C@@H](NC(=O)OCC3c4ccccc4-c4ccccc43)C/C=C\C2c2ccc(C)cc2)cc1 (some centres not stated) ?
Apaf-1 inh: 18; SENP8 block-1: 3; HKDC1 inhibitor: 8; SENP7 block: 8; PfG6PD inh: 6; SENP1 FRET inh: -1

High-throughput results from PubChem.
